# High-throughput results deposited in PubChem BioAssay by several laboratories.
# TLR4 MyD88 comp = blocks binding of human TLR4 to MyD88. O00206+Q99836. inhibition, % at 8.4 µM. HeLa CL3-4 TLR4/MyD88 BLA complementation, FRET ratio. hit rate 0.18% among 200,000; in the data active = inhibition above about 25%;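 also: 0% = vehicle and 100% = reference inhibitor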
# ROMK mod = human ROMK K+ channel modulation, primary screen; P48048; Tet-inducible ROMK, thallium flux fluorescence; actives lie on both sides; B-score at 10 µM; hit rate 2% among 130,000; AID 1918;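 active = signal ratio slope over the read window, or its plate-corrected B-score, at least 3 SD from the plate mean, either direction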;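 also: B-score of the F/F0 ratio slope over 7 to 12 s after thallium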
# STAT1 blocker = reduces IFN-gamma driven STAT1 reporter signal. NIH 3T3 STAT1-luciferase reporter, luminescence. inhibition, % at 5.5 µM. hit rate 0.35% among 200,000. AID 920;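 active = inhibition above a set limit, the mean inhibition across all tested compounds plus 3 SD, cut at about 34% in these data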;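 also: 0% = IFN-gamma with DMSO and 100% = IFN-gamma with 300 µM nifuroxazide; values of inactives mirror those of a sister screen read the other way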
# RAM inhibit = yeast RAM network inhibition. S. cerevisiae dse1pr::URA3 reporter, 5-FOA growth OD615, 2 d; analog-sensitive cbk1-as2 kinase mutant strain. inhibition, % at 50 µM. hit rate 1.8% among 190,000;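 active = inhibition above a set limit, 3 SD over mean compound inhibition, cut at about 8.4% in these data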;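 also: 0% = DMSO-only wells with no growth and 100% = 10 µM 1-NA-PP1 full growth; inhibition rescues growth on 5-FOA so higher OD means more RAM inhibition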
# PPARg SRC-2 ag = agonists of SRC-2 recruitment by human PPARgamma; PPARgamma LBD-SRC-2 recruitment, biochemical; activation, % at 8 µM; hit rate 0.34% among 200,000; in the data active = activation above about 22%;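 also: 0% = vehicle and 100% = reference agonist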
# Target sequence (P37231 whole entry, looked up, the tested form may be a part): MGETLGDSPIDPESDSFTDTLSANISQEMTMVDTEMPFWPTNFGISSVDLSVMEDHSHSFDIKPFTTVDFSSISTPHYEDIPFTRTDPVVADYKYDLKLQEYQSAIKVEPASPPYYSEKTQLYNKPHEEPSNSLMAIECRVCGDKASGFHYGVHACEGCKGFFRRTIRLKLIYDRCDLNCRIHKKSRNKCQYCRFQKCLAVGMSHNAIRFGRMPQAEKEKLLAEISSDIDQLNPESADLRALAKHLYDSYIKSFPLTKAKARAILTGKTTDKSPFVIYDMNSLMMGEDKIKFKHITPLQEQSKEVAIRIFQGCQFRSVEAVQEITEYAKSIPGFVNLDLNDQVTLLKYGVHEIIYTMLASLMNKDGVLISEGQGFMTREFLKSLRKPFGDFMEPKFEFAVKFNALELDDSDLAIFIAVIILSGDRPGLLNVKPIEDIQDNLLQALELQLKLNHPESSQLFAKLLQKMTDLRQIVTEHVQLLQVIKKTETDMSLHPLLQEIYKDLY
# TR-FRET SRC-2 ct = counter-screen for PPARgamma SRC-2 recruitment agonists: TR-FRET artefact; hits give high values; TR-FRET ratio at 8 µM; hit rate 0.4% among 200,000; AID 1049; in the data active = TR-FRET ratio above about 2000; also: inactives centre near 1500
# S1P3 antagonist = S1P3 (human) receptor antagonism. Q99500. CHO S1P3 NFAT-BLA reporter, FRET fluorescence, antagonist mode. inhibition, % at 4.98 µM. hit rate 0.27% among 170,000. AID 485;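 active = inhibition above the plate cutoff, the mean inhibition of test wells on that plate plus 3 SD, cut at about 28% in these data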;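 also: cells challenged with S1P at its EC80 of 0.8 µM; blue over green emission ratio from cleaved BLA substrate after 4 h stimulation; 0% = S1P-stimulated wells and 100% = unstimulated DMSO-only wells; some compounds past the cut are filed as inactive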
# Target sequence (Q99500 whole entry, looked up): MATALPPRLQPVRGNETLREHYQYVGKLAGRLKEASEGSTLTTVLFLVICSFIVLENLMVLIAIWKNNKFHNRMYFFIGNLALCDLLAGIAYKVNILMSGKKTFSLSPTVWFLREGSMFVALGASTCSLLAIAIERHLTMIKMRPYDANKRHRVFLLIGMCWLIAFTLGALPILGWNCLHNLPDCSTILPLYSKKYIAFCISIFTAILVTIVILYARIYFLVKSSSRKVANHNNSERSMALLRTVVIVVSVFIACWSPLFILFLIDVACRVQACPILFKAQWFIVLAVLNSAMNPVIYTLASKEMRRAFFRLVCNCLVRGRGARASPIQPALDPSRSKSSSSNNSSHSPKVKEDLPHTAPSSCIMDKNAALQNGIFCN
# STAT3 inh = inhibitors of IL-6 induced STAT3 signaling. U3A cells, IL-6 STAT3-luciferase reporter, luminescence; host cell line lacks STAT1. inhibition, % at 5.5 µM. hit rate 0.89% among 190,000. AID 862;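 active = inhibition above the mean inhibition across all screened compounds plus 3 SD, cut at about 44% in these data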;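 also: 0% = DMSO only wells and 100% = 100 µM nifuroxazide control wells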
# PPARg SRC-1 ag = PPARgamma-driven SRC-1 recruitment agonism | P37231 | PPARgamma-SRC-1 coactivator recruitment biochemical assay | activation, % at 8 µM | hit rate 0.41% among 200,000 | AID 631; in the data active = activation above about 19%;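 also: 0% = DMSO and 100% = reference agonist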
# STAT3 act = increases IL-6 driven STAT3 reporter signal. U3A cells, IL-6 STAT3-luciferase reporter, luminescence; 100% = signal with IL-6 EC80 alone. activation (% of control), % at 5.6 µM. hit rate 0.91% among 190,000. AID 871;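 active = activation above the screen-wide mean of compound activation plus 3 SD, cut at about 130% in these data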;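 also: 0% = background luminescence of wells with medium and substrate only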
#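 System – human U3A cells carrying STAT3-luciferase construct · Probe or stimulus – Interleukin-6, 33 ng/mL · Schedule – compound 1 h, then IL-6 6 h at 37 °C · Signal – luminescence from STAT3-driven luciferase reporter · Evaluation – percent of IL-6-only median luminescence · Benchmarks – IL-6-only high control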
# PPARg SRC-3 ag = agonists of human PPARgamma SRC-3 coactivator recruitment. P37231. biochemical PPARgamma/SRC-3 coactivator recruitment assay. activation, % at 8 µM. hit rate 0.26% among 200,000. AID 731; in the data active = activation above about 23%;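 also: 0% = DMSO and 100% = reference agonist; some compounds past the cut are filed as inactive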
# Numbers without * were called inactive; . = no result given.
mol	TLR4 MyD88 comp	ROMK mod	S1P3 antagonist	RAM inhibit	PPARg SRC-2 ag	STAT3 inh	TR-FRET SRC-2 ct	STAT3 act	PPARg SRC-3 ag	STAT1 blocker	PPARg SRC-1 ag
CN1/C(=C/C2CC(=O)NC2=O)C(C)(C)c2ccccc21 (configuration not stated)	-4	-0.051	.	0.3	9	10	1560	97	-1	5	0
CCC1Oc2ccccc2N(CC(=O)NCCCN2CCN(Cc3ccccc3)CC2)C1=O (configuration not stated)	18	-1	-19	1.9	6	0	1756	104	7	-3	8
CC(=O)c1cccc(NC(=O)C23CC4CC(C2)CC(n2cncn2)(C4)C3)c1	5	-0.059	-1	1.4	-9	11	1302	90	-2	7	1
COCCNC(=O)C(OC(=O)CC1Sc2ccccc2NC1=O)c1ccccc1 (configuration not stated)	3	2.6	.	0.5	14	13	1650	92	7	3	6
CN(C)S(=O)(=O)c1ccc(C(=O)Nc2nnc(-c3ccco3)o2)cc1	8	.	-11	-1.2	4	-11	1525	112	1	-8	3
COc1ccc(OC)c(NC(=O)CSc2nc3ccccc3c3nc4ccccc4n23)c1	11	.	-4	0.6	1	6	1665	94	7	-12	1
Cc1cccc(C)c1NC(=O)CNC(=O)C(NC(=O)c1ccc(C(C)(C)C)cc1)C(C)C (configuration not stated)	1	.	3	6.1	0	13	1735	93	1	-4	4
C=CCN1C=CC=C/C1=C1\SC(=S)N(C)C1=O	7	-0.015	-7	1.8	-3	8	1507	96	2	6	-2
CCCC(=O)Nc1ccc(C(=O)NCC(=O)OCC)cc1	5	1.5	-9	1.0	-4	-2	1422	100	-1	-9	-1
Cc1cc(-c2cccnc2)c(C#N)c(SCc2cccc(F)c2)n1	-3	.	.	5.1	3	12	1725	100	0	3	7
COc1ccc2nc(SCC(=O)Nc3nonc3C)[nH]c2c1	-1	0.29	-16	0.4	0	9	1631	98	2	1	-1
COc1ccc(-n2c(C)n[nH]c2=O)cc1	7	.	.	1.6	3	11	1611	93	-1	8	3
CCOC(=O)COc1ccc2c(c1)C(=O)CC1(CCCCC1)O2	10	-1.2	.	-0.9	-7	-6	1343	103	-6	-1	-3
COC(=O)CSc1nc(-c2cccs2)ccc1C#N	5	0.11	.	3.0	3	-4	1621	108	4	-37	9
Cc1nnc(SCc2ccc(F)cc2)n1NC/C=C/c1ccccc1	-1	.	.	-1.6	1	15	1571	93	9	2	2
O=C(COC(=O)c1c2c(nc3ccccc13)/C(=C\c1cccs1)CCC2)Nc1ccccc1Cl	-4	.	3	5.2	14	8	1592	95	1	13	4
Cc1c(NS(=O)(=O)c2ccc3[nH]c(=O)[nH]c3c2)c(=O)n(-c2ccccc2)n1C	-8	-0.003	-6	1.2	0	-4	1471	106	5	-2	10
COC(=O)c1oc2c(c1C)C(=O)CC(C)(C)C2	-9	-0.26	-16	1.9	1	1	1575	103	5	-11	10
Cc1ccc(-c2nnn(CC(=O)N(CC(=O)NC3CCCCC3)c3ccc(F)c(Cl)c3)n2)o1	6	0.34	.	3.7	3	-19	1640	117	-8	-3	7
COc1ccc(Cl)cc1C(=O)NCc1cnn(C)c1C	-14	.	.	1.2	12	5	1524	98	3	-6	2
Cc1cnccc1CN(C)Cc1cn(C)nc1-c1ccc(Oc2ccccc2)cc1	16	1.6	-7	1.4	-6	-7	1581	112	-3	1	-5
COc1ccc(S(=O)(=O)N2CCSC2c2ccccc2)cc1 (configuration not stated)	16	.	34	1.9	0	-3	1372	106	3	3	-1
COC(=O)c1cc(NC(=O)CN2CCN(C(C)=O)CC2)cc(C(=O)OC)c1	14	0.062	5	1.1	2	0	1603	99	2	7	0
Cc1cccc(CNc2ncc(-c3cccc([N+](=O)[O-])c3)n2C)c1	-1	-1.2	0	-0.1	6	30	1679	79	10	-1	4
Cc1ccc(-n2c(SCc3nc4ccccc4[nH]3)nnc2-c2ccncc2)cc1	14	0.41	-4	2.0	3	-1	1334	104	5	9	-5
CC(C)(C)NC(=S)NCc1ccc2c(c1)OCO2	-3	0.14	-5	-0.4	7	12	1515	93	1	1	1
COc1ccc(C2=CC(c3ccc(F)cc3)n3nnnc3N2)cc1 (configuration not stated)	7	.	24	1.9	5	23	1710	85	0	7	-3
O=c1[nH]c2ccc(NS(=O)(=O)c3ccc(Cl)cc3)cc2[nH]1	-18	-0.029	-6	0.1	1	2	1602	102	7	5	8
CCCCN1CNC(=S)N(Cc2ccccc2)C1	-9	.	6	-0.2	3	2	1546	99	1	-4	1
Cc1ccc(C(=O)NCCc2ccncc2)cc1	6	.	.	2.5	-7	-8	1428	109	1	-13	5
Cc1ccc2[nH]cc(C(=O)CN3CCOCC3)c2c1	3	.	.	1.4	-5	-11	1498	112	2	-1	13
CCOC(=O)c1nn(-c2ccc(Cl)cc2)c2nc(-c3ccc(C)cc3)c(C#N)c(=O)n12	-1	0.046	.	3.7	0	7	1733	99	52*	-4	8
C=CCN(c1ccccc1)S(=O)(=O)c1cccc(C(=O)Oc2ccc3c(C)cc(=O)oc3c2)c1	-4	.	6	5.3	5	8	1719	94	0	-1	-4
Cc1cc(NC(=O)CSc2nnc(-c3ccco3)o2)no1	2	.	-20	2.0	3	8	1603	97	-1	2	2
CC(C)(C)NCc1cc(Br)ccc1OCc1cccs1	0	.	-15	0.8	-1	-21	1470	113	0	-4	-4
O=[N+]([O-])c1cccc(S(=O)(=O)Nc2nc3ccccc3nc2Nc2cccc(S(=O)(=O)N3CCCCC3)c2)c1	0	.	-5	4.1	5	-1	1422	100	-1	0	-4
O=S(=O)(NCc1ccccc1)c1ccc(S(=O)(=O)N2CCCC2)cc1	-4	0.39	8	1.7	8	8	1636	100	5	8	11
CCOC(=O)CCCC(=O)N1CCOCCOCCN(C(=O)CCCC(=O)OCC)CCOCCOCC1	6	.	-2	2.0	-1	-4	1577	105	-3	-5	-6
COc1cc(C(=O)OCC(C)=O)cc(NC(=O)c2ccco2)c1OC	14	0.69	-13	4.1	6	24	1737	83	10	-6	17
CCCC(=O)NCCCc1nc2ccccc2n1C	-5	.	-5	0.7	3	0	1545	101	4	3	7
Cn1nc(C(F)(F)F)c(C#N)c1N1CCN(c2cccc(C(F)(F)F)c2)CC1	1	0.7	.	4.5	9	33	1493	73	-4	-2	7
N#Cc1c(N)nc2c(c1-c1ccco1)CCCCC2	-19	.	12	.	-2	-1	1466	104	-8	5	-2
Cc1ccc(/C(N)=N/OC(=O)N2c3ccccc3Sc3ccccc32)cc1	-6	.	.	.	15	19	1648	90	11	-4	14
O=C(COC(=O)c1cc(F)cc(F)c1)Nc1cccnc1Cl	0	-0.21	5	0.9	2	9	1565	98	3	-4	6
O=C(CO/N=C/c1cccc([N+](=O)[O-])c1)Nc1ccc2ccccc2c1	1	1.2	.	8.0	10	-2	1517	102	9	7	14
CCSc1ccccc1C(=O)Nc1ccc(S(=O)(=O)NC(C)=O)cc1	-3	.	-10	1.3	8	7	1624	100	2	-2	5
O=C(CN1CCN(S(=O)(=O)c2ccc(Cl)cc2)CC1)Nc1ccc2c(c1)CCC2	-6	0.86	-9	0.0	-3	5	1395	97	-3	6	-6
O=C(Cc1coc2ccc3ccccc3c12)NCc1ccccc1	-12	-0.72	.	3.8	9	6	1473	99	-5	-2	4
CCOC(=O)c1ccc(NC(=O)CN2CCN(c3ccccc3)CC2)cc1	17	-0.77	-4	0.9	3	-1	1555	103	2	0	2
C=CCn1c(SCC(=O)Nc2cccnc2Cl)nnc1-c1ccccc1F	-4	-1	-3	2.0	6	-3	1436	104	-3	8	2
COc1cc(C(=O)Nc2ccc(C)cc2)c(-n2cnnn2)cc1OC	-5	0.68	-65	3.6	2	9	1768	103	0	5	5
COc1cccc(CNC(=O)CCS(=O)(=O)c2cccs2)c1	-12	.	.	-1.2	6	4	1431	100	-1	1	0
CCOC(=O)N1CCN(CC(=O)c2ccc3c(c2)CCN3C(C)=O)CC1	-11	.	-7	0.8	8	5	1688	103	6	-5	1
CCOCCCNC(=O)C(Cc1ccccc1)NS(=O)(=O)c1ccc2c(c1)c(=O)n(C)c(=O)n2C (configuration not stated)	-8	.	-3	0.1	0	11	1498	93	-1	-5	4
O=C(Cn1cnc2sc(-c3ccccc3)cc2c1=O)NCCc1ccccc1	-13	-0.18	.	4.0	5	-1	1435	101	0	7	-2
CC(C)C(=O)c1cc2c(cc1NC(=O)Nc1cccc3ccccc13)OCCO2	5	-1.4	.	8.0	3	-4	1583	103	7	0	2
O=S(=O)(c1cccc(NC(=S)N2CCN(c3ccc(F)cc3)CC2)c1)C(F)F	9	.	2	7.3	1	30	1640	76	1	19	0
O=C(Nc1ccccc1)N1CCc2scc[n+]2-c2ccccc21	1	1	0	1.7	-4	4	1336	101	-1	7	0
CCOc1ccc(NC(=O)CCCn2c(=S)[nH]c3ccsc3c2=O)cc1	1	-0.26	-4	1.7	-1	11	1427	93	4	1	-1
CC(=O)c1cccc(NC(=S)N2c3ccccc3CC2C)c1 (configuration not stated)	-22	0.46	5	7.6	-1	34	1506	77	3	0	-4

# Other compounds:
mol	TLR4 MyD88 comp	ROMK mod	S1P3 antagonist	RAM inhibit	PPARg SRC-2 ag	STAT3 inh	TR-FRET SRC-2 ct	STAT3 act	PPARg SRC-3 ag	STAT1 blocker	PPARg SRC-1 ag
Cc1ccc(-n2c(SCC(=O)NCCN3C(=O)CSC3=O)nnc2-c2ccccc2F)cc1	-16	.	-4	0.0	13	5	1662	95	3	7	1
COC(=O)c1cc2oc3ccccc3c2n1CC(=O)N1CCCc2ccccc21	2	-0.21	.	3.9	8	3	1558	101	2	-1	2
CCc1cc(C(=O)COc2ccc(F)cc2)c(O)cc1O	-11	1.3	-6	2.2	6	-1	1429	105	1	-7	5
COc1ccc2cc(C(C)=O)c(=O)oc2c1	0	-0.53	-7	2.1	0	2	1502	102	6	1	4
O=C(Nc1ccc2oc(-c3ccccc3Cl)nc2c1)c1cncc(Br)c1	1	.	31	3.0	-10	27	1216	80	-1	-23	-3
C1=CCC(CN2CCNCC2)CC1 (configuration not stated)	13	0.58	5	-0.5	0	5	1557	99	1	2	7
O=C(Cc1cccs1)N/N=C/c1ccco1	-1	.	-9	0.0	4	-3	1628	104	0	-5	-2
CCC(=O)c1ccc(N2CCC(C)CC2)c(F)c1	10	-0.23	-5	0.5	3	14	1707	91	5	-24	2
O=C(NCCCO)C(=O)c1c(-c2ccccc2)cc2ccccn12	-4	-0.17	2	-0.2	-1	7	1567	98	0	-4	4

# Rows are unselected (roughly 5.6% active in at least one column).
